# EPAC1 agonist – EPAC1 (human) agonism. O95398. EPAC1 agonist qHTS, biochemical assay; response scale: 100% = response to 6.5 mM cAMP. Potency, µM (top dose mostly 154 µM), for the others: top-dose activation, hits mostly activators. actives 0.073% (n = 360,000). AID 720707; note: potency is the fitted concentration of half-maximal effect; nearly all actives have a fitted effect of over 60% in size
#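 Read-out is the fluorescence drop as BODIPY-GDP leaves Rap1B (480 nm excitation, 540 nm emission), recorded every 5 minutes over 30 minutes. Reactions held 100 nM EPAC1, 250 nM Rap1B–BODIPY-GDP and 50 uM GDP, with 6.5 mM cAMP setting full activation.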
# WRN inhibitor – inhibitors of human WRN helicase; Q14191; WRN helicase unwinding, fluorescent forked duplex, kinetic; Potency, µM (top dose mostly 114 µM), without a hit: at the highest dose activity change, negative = inhibition, actives largely listed as inhibitors; actives 0.46% (n = 360,000); AID 651768; note: potency is the fitted concentration of half-maximal effect; % is set by controls: 0 for no effect and ±100 for the full control effect; nearly all actives have a fitted effect of over 55% in size
#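 WRN at 20 nM final preincubated with compound 15 min at room temperature; reaction started with 100 nM fluorophore/quencher forked duplex oligonucleotide and 2 mM ATP final. Unwinding followed kinetically by red fluorescence (ex 525, em 598 nm).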
# PI5P4Ka inh – inhibitors of human PI5P4K alpha. actives 1.2% (n = 330,000). PI5P4Kalpha enzyme, ADP-Glo luminescence, 60 min; active compounds read low. max response, %; active = max response of -50% or lower; inconclusive = between -30% and -50%; inactive = -30% or higher; note: value at the top dose of about 77 µM; % is set by controls: 0 for no effect and ±100 for the full control effect
#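 PI5P4Kalpha ADP-Glo assay; 5 microM ATP final; 60 min RT reaction; HEPES pH 7.4/EGTA/CHAPS, 5% DMSO; controls lacking substrate or enzyme; luminescent end-point.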
# EPAC1 antagonist – antagonists of human EPAC1; O95398; EPAC1 GEF assay, Rap1b-BODIPY-GDP exchange fluorescence; Potency, µM (highest dose often 115 µM), for the others: at the top dose activity change, negative = inhibition, actives largely listed as inhibitors; actives 0.14% (n = 360,000);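 note: potency is the fitted concentration of half-maximal effect; plate controls were vehicle for no effect and positive control for full effect; nearly all actives have a fitted effect of over 50% in size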
# PLK1 PBD block – blocks phosphopeptide binding to human PLK1 polo-box domain; P53350; Plk1 PBD binding of FITC phosphopeptide, fluorescence polarization; actives 2.8% (n = 360,000); Potency, µM, for inactives: max response, negative = inhibition, actives largely listed as inhibitors; note: potency is the fitted concentration of half-maximal effect; series mostly up to about 57 µM; % is set by controls: 0 for no effect and ±100 for the full control effect; nearly all actives have a fitted effect of over 65% in size
# Abeta rescue – A-beta toxicity reversal in yeast | yeast expressing A-beta42, growth rescue, OD600, 48 h; response scale: 0% DMSO, 100% iron-clioquinol control | Potency, µM (series often up to 46.1 µM), for inactives: at the highest dose growth rescue, usual class: activators | actives 0.063% (n = 410,000); note: potency is the fitted concentration of half-maximal effect; nearly all actives have a fitted effect of over 55% in size
#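 Growth rescue measured by 600 nm absorbance after 48 h yeast culture at 30 C with compound. Values normalized between DMSO and an equimolar ferric chloride plus clioquinol control.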
# IL-2 act – activates IL-2 in a cell-based reporter assay | AID 652025 | IL-2 activation reporter assay, cell-based qHTS; stimulated with anti-CD3/CD4/CD28 beads; in transgenic mouse T cells | actives 0.065% (n = 360,000) | activation, % (series mostly up to about 46 µM); in the data active = activation above about 50%; inconclusive = mostly about 30% to 49%; note: 0% is about no effect
#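 EGFP and DsRed fluorescence is measured by plate cytometry in unstimulated transgenic mouse T cells exposed to compound for 60 minutes, then stimulated 18 hours at 37 degrees C with anti-CD3/anti-CD4 beads plus anti-CD28.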
# FUS yeast rescue – rescues growth of FUS-expressing yeast; actives 0.24% (n = 390,000); Potency, µM (highest dose often 76.6 µM), inactives show top-dose growth rescue (activation), actives largely listed as activators; S. cerevisiae FUS-expressing, growth rescue, OD600, 24 h;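 note: potency is the fitted concentration of half-maximal effect; plate controls were DMSO vehicle for no effect and reference control for full effect; nearly all actives have a fitted effect of over 55% in size; some results filed as inactive show a strong effect at the top dose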
#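 FUS-expressing yeast, raffinose-pregrown, induced in 2% galactose minimal medium at OD 0.005; compounds in a dilution series, 24hr at 30C. Growth restoration read as absorbance at 600 nm. CP55940 positive control, DMSO negative.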
# An asterisk follows results filed as active; ? = inconclusive; nt = no result given; [ ] = remark or other dose. Unless noted, calls come from the whole dose curve; as a rule, active = well fitted curve in the direction sought with a large enough effect; inconclusive = small, poorly fitted or top-dose-only effect, or another doubt; inactive = no such curve, though single readings can be large; an effect the other way counts as inactive or inconclusive.
SMILES,EPAC1 agonist,WRN inhibitor,PI5P4Ka inh,EPAC1 antagonist,PLK1 PBD block,Abeta rescue,IL-2 act,FUS yeast rescue
Clc1ccc(-c2cn(-c3ccccc3)c3[n+]2CCS3)cc1,0%,-2%,2,-3%,-5%,-9%,-0.1,-10%
O=C(c1cccs1)N1CCCC(c2nc3c(nnn3Cc3ccccc3Cl)c(=O)[nH]2)C1 (stereo unspecified),-1%,8%,0,-12%,-21%,-3%,-0.6,37%
COc1ccc(NC(=O)/C(C#N)=C\c2ccc(Br)o2)cc1,-14%,?,-83*,4%,-22%,-5%,-0.1,22%
CC1CCCN(C(=O)Cc2ccc(F)cc2)C1 (stereo unspecified),5%,3%,-5,3%,-12%,-10%,-0.5,-3%
Fc1cccc(Cc2noc(CN3CCN(C4CCc5ccccc5C4)CC3)n2)c1 (stereo unspecified),2%,-5%,3,23%,2%,-7%,-2.3,4%
Cc1cc2cc(C=O)c(Cl)nc2cc1C,9%,-5%,-3,-4%,-9%,-17%,-3.2,-2%
Cc1cc(CN(C)C(=O)CC2C(=O)NCCN2Cc2c(F)cccc2Cl)on1 (stereo unspecified),11%,-2%,0,-2%,-20%,2%,0.3,-14%
COc1ccc(C2=Nc3ccccc3N(C(=O)c3cccnc3)C2C(=O)NC(C)(C)C)cc1 (stereo unspecified),-5%,3%,-8,-1%,-15%,-13%,0.4,7%
C[C@@H]1CNC(=O)c2c(C(=O)NCc3ccc(CNC(=O)OC(C)(C)C)cc3)ncn21,10%,5%,2,6%,-6%,5%,0.3,-31%
CCN1C[C@@H]2[C@@H]3C(=O)N(Cc4ccccc4)C(=O)[C@@H]3[C@](C)(C1=O)N2C(=O)c1ccc(C(C)(C)C)cc1,-2%,2%,-1,-9%,1%,-4%,0.0,27%
CCOC(=O)C1=NNC2C(=O)N(C3CCCCC3)C(=O)C12 (stereo unspecified),9%,1%,-6,-3%,-16%,6%,-1.9,13%
NS(=O)(=O)c1ccc(CCNC(=O)COC(=O)c2nc(Cl)ccc2Cl)cc1,-9%,-5%,-24,20%,-2%,-5%,0.0,?
Cc1cccc(NC(=O)C2CC(=O)n3cnnc3S2)c1 (stereo unspecified),4%,11%,-16,-9%,?,-7%,-0.3,27%
O=C(CC1CCCCC1)Nc1c2c(nn1-c1ccc(F)cc1)CS(=O)(=O)C2,1%,0%,nt,-2%,-4%,-3%,4.7,16%
COc1ccc(NC(=O)CSc2nc3ccccc3c(=O)n2CCNC(C)=O)cc1,0%,5%,nt,22%,-6%,4%,-1.5,?
Cn1c(=O)n(C)c2cc(S(=O)(=O)N3CCOCC3)ccc21,0%,4%,nt,0%,0%,12%,-1.6,8%
Cc1ccc(OCC(=O)c2cc(C)n(C)c2C)c([N+](=O)[O-])n1,-4%,1%,0,0%,-8%,0%,-0.3,17%
CCc1cccc(C)c1NC(=O)COC(=O)CCn1c(C)csc1=O,1%,-1%,0,12%,-8%,6%,-1.0,-18%
Cc1ccc(N(Cc2ccccc2)C(=O)c2ccc(S(=O)(=O)N3CCOCC3)cc2)cc1,?,-3%,6,-15%,-3%,-2%,-0.5,40%
O=C(CN1C(=O)CC(c2ccccc2)S(=O)(=O)c2ccccc21)N1CCCC1 (stereo unspecified),-5%,-3%,4,-14%,1%,-12%,1.4,-2%
COc1ccc2c(c1)CC/C(=C\c1ccc(OC)c(Cn3cccn3)c1)C2=O,25%,-8%,1,-2%,-7%,-14%,-4.3,?
CCCOc1ccc(C(=O)Nc2ccc(N3CCN(C(C)=O)CC3)cc2)cc1,6%,12%,nt,1%,-8%,0%,-1.0,34%
CCCn1c(SCC(=O)NCc2ccco2)nc2c1c(=O)n(C)c(=O)n2C,-2%,8%,0,11%,-8%,-4%,-3.2,12%
CC(=O)[C@@H]1[C@@H](C(=O)c2ccccc2)[C@]2(C(=O)Nc3ccccc32)[C@H]2C=Cc3cc(F)ccc3N12,16%,-6%,?,-14%,-29%,11%,3.0,?
O=C(CN1CCN(S(=O)(=O)c2cccc(F)c2)CC1)NCC1(N2CCOCC2)CCCCC1,-5%,4%,-1,-3%,-3%,1%,0.3,3%

# Later entries
SMILES,EPAC1 agonist,WRN inhibitor,PI5P4Ka inh,EPAC1 antagonist,PLK1 PBD block,Abeta rescue,IL-2 act,FUS yeast rescue
Cn1c(N)c(C(=O)COC(=O)c2ccc3c(c2)C(=O)N(c2ccc(Cl)cc2)C3=O)c(=O)n(C)c1=O,6%,-5%,2,6%,-1%,-7%,-0.1,-3%
CN(C)S(=O)(=O)c1ccc(C(=O)Nc2nc(-c3cccs3)cs2)cc1,-4%,-8%,4,5%,-6%,-3%,-2.3,-11%
Brc1ccccc1-c1ccccc1,4%,-3%,1,-27%,-5%,-4%,-0.3,-33%
N/C(=N\OC(=O)Cc1ccc(-c2ccccc2)cc1)c1ccccn1,16%,-3%,9,8%,0%,5%,-1.7,22%
CCNc1ncnc2c1cnn2C1CCCCO1 (stereo unspecified),10%,0%,5,2%,1%,-3%,-3.8,nt
O=[N+]([O-])c1cc(Br)c(O)c(C=Nc2ccc(N3CCOCC3)cc2)c1,1%,-4%,-23,-12%,-15%,-55%[inhibitor],0.4,5%
COc1ccccc1C(=O)N1CCC(N2CCN(c3ccccc3OC)CC2)CC1,6%,-25%,-5,10%,6%,2%,1.3,-12%
Cn1c(=O)[nH]c(=O)c2c1nc(N1CCCCCC1)n2CC(N)=O,10%,3%,-2,4%,-8%,-5%,0.1,3%
CCOC(=O)CSC1=C(C#N)C(c2ccccc2OCC)C(C#N)C(=O)N1 (stereo unspecified),3%,-15%,nt,2%,-5%,6%,-1.0,1%
O=C(O)Cc1ccc(NC(=O)Nc2cccc(Cl)c2)cc1,0%,1%,-5,-1%,1%,-1%,-1.0,-11%
Cc1ccc(OC(C)C(=O)Nc2ccc(S(=O)(=O)N3CCOCC3)cc2)cc1 (stereo unspecified),?,-9%,3,-8%,-6%,-8%,2.4,28%
COCC(C)n1c(C)cc(C(=O)COC(=O)c2nc3nc(C)cc(C)n3n2)c1C (stereo unspecified),-2%,-11%,5,0%,-5%,1%,-2.2,29%
Cc1ccc(NC(=O)CSCC(=O)N(CCC(C)C)c2c(N)n(Cc3ccccc3)c(=O)[nH]c2=O)cc1,-1%,7%,-8,-23%,-4%,20%,-3.0,?
COc1ccc(-n2c(Cc3ccccc3)nnc2SCC(=O)N2CCCc3ccccc32)cc1,0%,1%,1,11%,-11%,19%,-2.7,40%
Cc1onc(-c2c(F)cccc2Cl)c1C(=O)N(C)CC(=O)Nc1cccc(F)c1,14%,-11%,1,-6%,-1%,-8%,0.0,8%
CCC(C(=O)NCC1CCCO1)N(C(=O)c1snc(C(N)=O)c1N)c1ccc(Cl)cc1 (stereo unspecified),4%,2%,7,10%,-2%,9%,-3.2,4%
CC1CCCCC1NC(=O)CNC(=O)c1cccs1 (stereo unspecified),?,-2%,-4,-2%,-1%,4%,1.1,-6%
CN(CC1COc2ccccc2O1)C(=O)c1ccc(N(C)C)cc1 (stereo unspecified),1%,4%,-1,-5%,-8%,7%,0.0,-22%
CCN(CC)S(=O)(=O)c1cccc(C(=O)NC(C(=O)Nc2nnc(C3CC3)s2)C(C)C)c1 (stereo unspecified),6%,-12%,2,-25%,27µM*,-4%,2.3,27%
O=C(CCN1C(=O)COc2ccccc21)N1CCN(c2ccccc2)CC1,12%,-2%,-5,5%,-12%,20%,0.5,-7%
CS(=O)(=O)N1CCc2cc(S(=O)(=O)N3CCCCC3)ccc21,4%,-14%,-4,4%,-3%,-3%,-0.6,13%
CC(C)(C)C(=O)n1nc(-c2ccccc2)oc1=O,-2%,-26%,4,4%,?,-19%,-1.4,nt
O=C(NCc1cccs1)c1cc2ccccc2o1,4%,-8%,-3,0%,-9%,-9%,5.9,8%
Cc1ccc(S(=O)(=O)N2CC3(O)CN(C(=O)OC(C)C)N(C(=O)OC(C)C)CC3(OC(=O)Nc3cccs3)C2)cc1 (stereo unspecified),-12%,-9%,3,-13%,-5%,6%,-0.5,40%
CCCCN(CCCC)Cc1cc(=O)oc2cc(OC)ccc12,-16%,-11%,8,?,-12%,-2%,-1.0,-5%

# Structures above that bear a hit mark in PI5P4Ka inh.
SMILES | EPAC1 agonist | WRN inhibitor | PI5P4Ka inh | EPAC1 antagonist | PLK1 PBD block | IL-2 act | FUS yeast rescue
COc1ccc(NC(=O)/C(C#N)=C\c2ccc(Br)o2)cc1 | -14% | ? | -83* | 4% | -22% | -0.1 | 22%

# Going on with the list.
SMILES,EPAC1 agonist,WRN inhibitor,PI5P4Ka inh,EPAC1 antagonist,PLK1 PBD block,Abeta rescue,IL-2 act,FUS yeast rescue
NS(=O)(=O)c1ccc(NC(=O)CSc2ncn[nH]2)cc1,0%,4%,7,4%,1%,-5%,0.5,12%
O=C(c1ccccc1)N(c1ccccc1)C1C=CS(=O)(=O)C1 (stereo unspecified),3%,2%,-2,-10%,-18%,-1%,-0.1,8%
COc1ncc(-c2ccc(N3C(c4ccsc4)=Cc4ccc(F)cc4C3CC(=O)c3ccco3)cc2)cn1 (stereo unspecified),6%,-12%,9,-1%,-11%,13%,0.1,17%
CC(C)C(NC(=O)/C=C/c1ccc(F)cc1)C(C)C,7%,7%,-4,-7%,-14%,-2%,0.0,3%
CCc1nc2c(OCC(=O)C(C)(C)C)cccn2c1N(C=O)Cc1ccc(OC)cc1,-1%,-4%,-4,-10%,-7%,-4%,-0.4,0%
CC(OC(=O)CNC(=O)c1sc2ccccc2c1Cl)c1ccccc1 (stereo unspecified),17%,-12%,21,-19%,-11%,-6%,2.0,17%
C#CCNC(=O)C[C@@H]1C[C@@]2(C(=O)OCC)CCC=C2N(Cc2ccco2)C1=O,-1%,-16%,?,-5%,-7%,-9%,0.1,8%
OC(c1ccccc1)C(O)c1ccccc1 (stereo unspecified),-10%,5%,0,-6%,-3%,1%,1.3,4%
CC(C)CN1C(=S)SC(C)(C)C1n1oc(=O)n(-c2ccccc2)c1=O (stereo unspecified),3%,-1%,1,-20%,-9%,20%,0.6,21%

# Three of the entries above in order of the PLK1 PBD block value, high to low:
mol | PLK1 PBD block
C#CCNC(=O)C[C@@H]1C[C@@]2(C(=O)OCC)CCC=C2N(Cc2ccco2)C1=O | -7%
CC(C)C(NC(=O)/C=C/c1ccc(F)cc1)C(C)C | -14%
O=C(c1ccccc1)N(c1ccccc1)C1C=CS(=O)(=O)C1 (stereo unspecified) | -18%

# Compound activity deposited in PubChem by National Center for Advancing Translational Sciences (NCATS).
